Screening data from PubChem BioAssay.
aSyn tox rescue: inhibitors of alpha-synuclein toxicity in yeast | Potency, µM (top dose mostly 46.1 µM), for inactives: at the top dose growth rescue (activation), actives largely listed as activators | AID 1347070 | hit rate 0.02% among 94,000 | S. cerevisiae alpha-synuclein toxicity rescue, BacTiter-Glo growth, 24 h; active = well fitted activation curve with a large enough effect; inconclusive = small, poorly fitted or top-dose-only effect; note: 0% is about no effect
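Growth restoration measured by BacTiter-Glo luminescence after 24 hr at 30 deg C; alpha-synuclein yeast, raffinose-pregrown to mid-log, were added at OD600=0.02 in galactose medium onto pinned compounds.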
Numbers without * were called inactive; [ ] = remark or other dose. Potency is the fitted concentration of half-maximal effect. These rows are one share of the data. The share of hits here may be higher or lower than overall.

How did COc1ccc2c(c1)c1c(c(=O)n(CCc3ccccc3)c(=O)n1Cc1ccc(Cl)cc1)n2C do in these assays?
aSyn tox rescue: 0%

How did CCOc1ccccc1C1CC(c2cccs2)=NN1S(C)(=O)=O (configuration not stated) do in these assays?
aSyn tox rescue: 0%

Results for CCc1ccc(NC(=O)Cn2c3ncccc3c(=O)n2-c2ccc(C)c(C)c2)cc1 ?
aSyn tox rescue: 3%

Results for Cc1sc2c(c1C)c(=O)n(-c1ccccc1)c(=O)n2CC(=O)c1ccc(Cl)cc1 ?
aSyn tox rescue: -4%

How did Cc1ccc(NC(=O)CN(C)C(=O)Nc2ccc(C)cc2)cc1 do in these assays?
aSyn tox rescue: 8%

How did COCCCn1c(-c2ccc(OC)cc2)nc2c1c(=O)[nH]c(=O)n2Cc1ccccc1 do in these assays?
aSyn tox rescue: -1%

Results for COC(=O)c1ccc(-c2nc(CN3CCN(C(=O)c4ccco4)CC3)c(C)o2)cc1 ?
aSyn tox rescue: -16%

What do the screens show for `Cc1ccc(CNC(=O)c2ccc(S(=O)(=O)Nc3c(C)n(C)n(-c4ccccc4)c3=O)cc2)cc1`?
aSyn tox rescue: -1%

How did Cc1ccc(N2CC(NC(=O)CCCc3ccccc3)CC2=O)cc1 (configuration not stated) do in these assays?
aSyn tox rescue: 5%

Results for Cc1oc2c(c(C)cc3oc(=O)c(CC(=O)NCCc4ccc(Cl)cc4)c(C)c32)c1C ?
aSyn tox rescue: -6%

Overlap with the part before: 2 compounds; new compounds follow.
How did Cc1ccc(N2CC(NC(=O)CCCc3ccccc3)CC2=O)cc1 (configuration not stated) do in these assays?
aSyn tox rescue: 5%

Results for Cc1oc2c(c(C)cc3oc(=O)c(CC(=O)NCCc4ccc(Cl)cc4)c(C)c32)c1C ?
aSyn tox rescue: -6%

How did COc1ccccc1C(=O)N/C(=C/c1ccco1)C(=O)Nc1ccc(C(=O)O)cc1 do in these assays?
aSyn tox rescue: 3%

How did COc1cccc(NC(=O)CCc2c(C)nc3nc(CNC(=O)c4cccc(F)c4)nn3c2C)c1 do in these assays?
aSyn tox rescue: 2%

What do the screens show for `Cn1c(-c2ccc3c(c2)OCO3)c(C(=O)O)c(=O)c2ccccc21`?
aSyn tox rescue: 2%

How did COc1cccc(COC(=O)c2nn(-c3ccccc3)nc2N)c1 do in these assays?
aSyn tox rescue: 7%

Results for COc1cc(OC)c(NC(=O)CN(C)S(=O)(=O)c2ccc3c(c2)CCCC(=O)N3)cc1Cl ?
aSyn tox rescue: 1%

How did COc1cccc(C2c3c(oc4cc(C)cc(C)c4c3=O)C(=O)N2CCc2ccc(OC)c(OC)c2)c1 (configuration not stated) do in these assays?
aSyn tox rescue: 4%

What do the screens show for `CC1CN(C(=O)CCC(=O)NCc2cccc(Cl)c2)c2ccccc2S1` (configuration not stated)?
aSyn tox rescue: -4%

Results for Cc1cc(C)c(C)c(S(=O)(=O)NCCCN2CCOCC2)c1C ?
aSyn tox rescue: -1%

What do the screens show for `COc1ccc(/C=N/NC(=O)c2ccccc2F)cc1CN1CCN(c2ccc(F)cc2)CC1`?
aSyn tox rescue: 3%

What do the screens show for `O=C(CSc1nnc(-c2c[nH]c3ccccc23)n1C1CC1)NC1CCS(=O)(=O)C1` (configuration not stated)?
aSyn tox rescue: -2%

What do the screens show for `CS(=O)(=O)c1ccc2nnn(OCC(=O)Nc3ccc(Br)cc3Br)c2c1`?
aSyn tox rescue: -8%

How did COc1ccc(S(=O)(=O)Nc2ccc(-c3cn4c(C)csc4n3)cc2)cc1 do in these assays?
aSyn tox rescue: 4%

What do the screens show for `COC(=O)c1ccc(N2CCN(C)CC2)c(NC(=O)COc2ccccc2Cl)c1`?
aSyn tox rescue: 0%

How did Nc1nonc1-c1nc2ccccc2n1CC(=O)Nc1ccccc1 do in these assays?
aSyn tox rescue: -8%

What do the screens show for `COc1ccc(OC)c(NC(=O)C(C)N2c3cccc4cccc(c34)S2(=O)=O)c1` (configuration not stated)?
aSyn tox rescue: -1%

How did CCCCCNS(=O)(=O)c1ccc(N2CCCCS2(=O)=O)cc1 do in these assays?
aSyn tox rescue: -5%

Results for CCn1c(C)[n+](CC)c2ccc(S(=O)(=O)N(C)C)cc21 ?
aSyn tox rescue: -16%

How did O=C(COC(=O)Cc1cccc(F)c1)NC(=O)NC1CCCCC1 do in these assays?
aSyn tox rescue: 6%

How did COc1ccc(S(=O)(=O)N2CCN(CC(=O)Nc3ccc(Cl)c(C(F)(F)F)c3)CC2)cc1 do in these assays?
aSyn tox rescue: 4%

What do the screens show for `COc1ccc(/C=N/NC(N)=S)cc1`?
aSyn tox rescue: -7%

What do the screens show for `O=C(CSc1nc2ccccc2s1)N/N=C/c1cc([N+](=O)[O-])ccc1O`?
aSyn tox rescue: 2%

How did CCOc1ccc(C(=O)CCC(=O)NCC(=O)OCc2ccccc2)cc1OCC do in these assays?
aSyn tox rescue: -4%

How did COc1ccc(C2CC(=O)N(Cc3ccccc3C)c3c2c(C)nn3-c2nc(C)cc(C)n2)c(OC)c1 (configuration not stated) do in these assays?
aSyn tox rescue: 2%

How did O=C(CSCc1ccc(F)cc1)N1CCc2c([nH]c3ccccc23)C1c1ccc(Cl)cc1 (configuration not stated) do in these assays?
aSyn tox rescue: inconclusive

How did COc1ccc(-n2nnc(-c3nc(-c4cccs4)no3)c2N)cc1 do in these assays?
aSyn tox rescue: -6%

What do the screens show for `O=C1CCCc2c1cc(C(=O)O)c(=O)n2-c1ccccc1`?
aSyn tox rescue: -3%

Results for CC(SC(=S)N1CCCC1)C(=O)O (configuration not stated) ?
aSyn tox rescue: 5%

How did CCN(CC(=O)Nc1cccc(F)c1)CC(=O)Nc1ccc2c(c1)OCCO2 do in these assays?
aSyn tox rescue: -4%

How did O=c1c2ccccc2nc2sc(Nc3cccc(C(F)(F)F)c3)nn12 do in these assays?
aSyn tox rescue: 1%

How did COc1ccc(Cc2nc3ccc(C(=O)NC(C)C)cc3o2)cc1 do in these assays?
aSyn tox rescue: -1%

What do the screens show for `O=C(CNc1n[nH]c(=O)[nH]c1=O)N/N=C/c1ccccc1`?
aSyn tox rescue: -3%

What do the screens show for `CCOc1ccc(NS(=O)(=O)c2cc3c(cc2C)N(C)CCO3)cc1`?
aSyn tox rescue: -8%

Results for COC(=O)c1cc(OC)c(OC)c(OC)c1NC(=O)c1cc(=O)n(C)c(=O)n1C ?
aSyn tox rescue: -8%

What do the screens show for `Cc1cccc(-c2nnc(SCC(=O)C(C)(C)C)n2C)c1`?
aSyn tox rescue: 5%

What do the screens show for `Cc1ccccc1Nc1c(-c2ccco2)nc2c(C)cccn12`?
aSyn tox rescue: -21%

What do the screens show for `O=C(Cn1cc(SCc2c(F)cccc2Cl)c2ccccc21)N1CCCCCC1`?
aSyn tox rescue: -4%

Results for COC(=O)c1c(-c2cccs2)csc1NC(=O)c1cc(OC)cc(OC)c1 ?
aSyn tox rescue: -13%

How did CCCc1c(C(=O)O)cnn1-c1ccc(Cl)cc1 do in these assays?
aSyn tox rescue: 16%

How did COC(=O)c1ccc(CN(Cc2ccc(OC)c(OC)c2)S(=O)(=O)c2ccc(F)c(C(=O)Nc3cc(C)ccc3C)c2)cc1 do in these assays?
aSyn tox rescue: 0%

Results for COc1ccc(NC(=O)c2c(NCc3cccc(OC)c3)sc3c2CCC3)cc1 ?
aSyn tox rescue: 5%

Ordered by SMILES length (high to low): 14 of the compounds above.
How did COC(=O)c1ccc(CN(Cc2ccc(OC)c(OC)c2)S(=O)(=O)c2ccc(F)c(C(=O)Nc3cc(C)ccc3C)c2)cc1 do in these assays?
aSyn tox rescue: 0%

How did COc1ccc(C2CC(=O)N(Cc3ccccc3C)c3c2c(C)nn3-c2nc(C)cc(C)n2)c(OC)c1 (configuration not stated) do in these assays?
aSyn tox rescue: 2%

How did O=C(CSCc1ccc(F)cc1)N1CCc2c([nH]c3ccccc23)C1c1ccc(Cl)cc1 (configuration not stated) do in these assays?
aSyn tox rescue: inconclusive

Results for COC(=O)c1cc(OC)c(OC)c(OC)c1NC(=O)c1cc(=O)n(C)c(=O)n1C ?
aSyn tox rescue: -8%

How did CCN(CC(=O)Nc1cccc(F)c1)CC(=O)Nc1ccc2c(c1)OCCO2 do in these assays?
aSyn tox rescue: -4%

What do the screens show for `O=C(Cn1cc(SCc2c(F)cccc2Cl)c2ccccc21)N1CCCCCC1`?
aSyn tox rescue: -4%

What do the screens show for `CCOc1ccc(NS(=O)(=O)c2cc3c(cc2C)N(C)CCO3)cc1`?
aSyn tox rescue: -8%

How did O=c1c2ccccc2nc2sc(Nc3cccc(C(F)(F)F)c3)nn12 do in these assays?
aSyn tox rescue: 1%

How did COc1ccc(-n2nnc(-c3nc(-c4cccs4)no3)c2N)cc1 do in these assays?
aSyn tox rescue: -6%

How did COc1ccc(Cc2nc3ccc(C(=O)NC(C)C)cc3o2)cc1 do in these assays?
aSyn tox rescue: -1%

What do the screens show for `O=C1CCCc2c1cc(C(=O)O)c(=O)n2-c1ccccc1`?
aSyn tox rescue: -3%

What do the screens show for `Cc1ccccc1Nc1c(-c2ccco2)nc2c(C)cccn12`?
aSyn tox rescue: -21%

How did CCCc1c(C(=O)O)cnn1-c1ccc(Cl)cc1 do in these assays?
aSyn tox rescue: 16%

Results for CC(SC(=S)N1CCCC1)C(=O)O (configuration not stated) ?
aSyn tox rescue: 5%

Remaining list, next part:
Results for Cc1ccccc1NC(=O)CSc1cn(CC(=O)N(C(C)C)C(C)C)c2ccccc12 ?
aSyn tox rescue: -4%

How did O=[N+]([O-])c1ccc(Cl)c(S(=O)(=O)NCC2CCCO2)c1 (configuration not stated) do in these assays?
aSyn tox rescue: 8%

Results for Cc1ccc(N2CCN(c3cc(C)nc4c(-c5ccc(Cl)cc5)c(C)nn34)CC2C)cc1 (configuration not stated) ?
aSyn tox rescue: 3%

What do the screens show for `NC(=O)N/N=C/c1c(O)ccc2oc3c(c12)CCCC3`?
aSyn tox rescue: 14%

What do the screens show for `Cc1ccccc1CNC(=O)c1ccc2nc(C(C)C)oc2c1`?
aSyn tox rescue: 7%

Results for COc1cccc(NC(=O)CN(C)C(=O)CNC(=O)c2ccc(C)s2)c1 ?
aSyn tox rescue: -5%

What do the screens show for `COC(=O)c1cc(C)nc2c1c(=O)nc(SCc1ccccc1Cl)n2C1CC1`?
aSyn tox rescue: -15%

How did CCOC(=O)c1cc(-c2ccc(OC)c(S(=O)(=O)NCc3ccccc3Cl)c2)on1 do in these assays?
aSyn tox rescue: 4%

How did COc1ccc(CCNC(=O)CCCc2nnc3n(C)c(=O)c4sccc4n23)cc1OC do in these assays?
aSyn tox rescue: -2%

How did CCn1ncc(/C=C/C(=O)c2ccccc2)c1C do in these assays?
aSyn tox rescue: -21%

How did Cc1nc2scc(C)n2c(=O)c1S(=O)(=O)NCCc1ccc(Cl)cc1 do in these assays?
aSyn tox rescue: -6%

What do the screens show for `CCOC(=O)c1c(C)[nH]c(CCC(=O)NCc2ccccc2C)c1C`?
aSyn tox rescue: -6%

Results for COc1ccc(S(=O)(=O)Nc2ccc3c(c2)C(=O)N([C@H](C)CO)C[C@H](C)[C@@H](CN(C)C(=O)Nc2ccc(C(F)(F)F)cc2)OCCCC[C@H](C)O3)cc1 ?
aSyn tox rescue: 2%

How did Cc1ccc(NC(=O)C2CCCN(c3ncnc4c3nc3n4CCCCC3)C2)c(Br)c1 (configuration not stated) do in these assays?
aSyn tox rescue: -9%

What do the screens show for `O=C(NCc1ccc2c(c1)OCO2)C1CCCN1S(=O)(=O)c1ccc(Cl)cc1` (configuration not stated)?
aSyn tox rescue: -12%

Results for Cc1ccc(OCC(=O)NCc2ccccc2)c([N+](=O)[O-])n1 ?
aSyn tox rescue: 7%

Results for COc1ccc(CCNC(=O)CCCCn2c(=O)c3ccccc3n(Cc3cc(C)ccc3C)c2=O)cc1OC ?
aSyn tox rescue: -4%

How did CCOCCCNC(=O)c1ccc(-n2c(-c3ccccc3)cc3c2CCCC3)cc1 do in these assays?
aSyn tox rescue: -5%

Results for O=C(Cn1nc(C(=O)O)c2ccccc2c1=O)Nc1ccc(F)cc1F ?
aSyn tox rescue: 9%

Results for COc1cccc(CSc2nc3n(n2)C(c2cccc(F)c2)C(C(=O)Nc2ccccc2C)=C(C)N3)c1 (configuration not stated) ?
aSyn tox rescue: -7%

Results for CN1CCN(C(=S)NC(=O)/C=C/c2ccccc2Cl)CC1 ?
aSyn tox rescue: -12%

How did O=C(COC(=O)c1cc(-c2ccccc2)nc2ccccc12)c1ccc(Br)cc1 do in these assays?
aSyn tox rescue: 4%

What do the screens show for `CCN(CC)S(=O)(=O)c1ccc(-c2csc(=Nc3cccc(C(F)(F)F)c3)n2Cc2ccc3c(c2)OCO3)cc1`?
aSyn tox rescue: -15%

How did Cc1ccccc1NC(=O)c1ccc2c(O)c(S(=O)(=O)c3ccccc3)c(=O)[nH]c2c1 do in these assays?
aSyn tox rescue: -5%

How did Cc1ccc(-c2nnc(Nc3ccc(C(N)=O)cc3)c3ccccc23)cc1S(=O)(=O)N1CCCCC1 do in these assays?
aSyn tox rescue: 5%

What do the screens show for `O=C(Nc1ccccc1Cl)N1CCC(CN2CCCC2)CC1`?
aSyn tox rescue: 4%

How did C=CCn1c(SCC(=O)N2CCc3ccccc3C2)nc2sc(C)c(C)c2c1=O do in these assays?
aSyn tox rescue: -51%[inhibitor]

Results for Cc1cc(=O)n(Cc2ccc(OC(C)C)cc2)c(=S)[nH]1 ?
aSyn tox rescue: -1%

Results for CCC(=O)Nc1sc2c(c1C(=O)Nc1ccc(OC)cc1)CCC(C(C)(C)C)C2 (configuration not stated) ?
aSyn tox rescue: 3%

What do the screens show for `COc1ccccc1-c1cc(N)n(S(=O)(=O)c2cccc3nsnc23)n1`?
aSyn tox rescue: -2%

Results for CCOC(=O)C(=O)NC12CC3CC(CC(C3)C1)C2 ?
aSyn tox rescue: -10%

How did Cc1cccc(C(=O)Nc2ccccc2C(=O)OCc2cc(=O)n3nc(C4CC4)sc3n2)c1 do in these assays?
aSyn tox rescue: 4%

How did Cc1oc(-c2cccc(Cl)c2)nc1CN1CCC(C(=O)N2CCN(c3ccccc3F)CC2)CC1 do in these assays?
aSyn tox rescue: -8%

Results for CCCCOc1ccc(C(=O)N(Cc2ccccc2)C2CCS(=O)(=O)C2)cc1 (configuration not stated) ?
aSyn tox rescue: 3%
